# FAS-TE inh: FAS thioesterase (human) inhibition; recombinant FAS-TE, OMFH fluorogenic substrate, fluorescence endpoint; inhibition, % at 15 µM; actives 0.67% (n = 360,000);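 active = compounds whose normalised, plate-corrected inhibition of enzyme fluorescence in the single-dose primary screen is 50% or more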;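 note: 0% = DMSO with enzyme and 100% = substrate without enzyme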
# NadD inh: blocks S. aureus nicotinate mononucleotide adenylyltransferase. purified NadD enzyme, colorimetric absorbance read-out. inhibition, % at 20 µM. actives 0.78% (n = 360,000); in the data active = inhibition above about 26%; note: some compounds past the cut are filed as inactive
# SKN-1 block: C. elegans SKN-1 inhibition | C. elegans VP596 Pgst-4::GFP/RFP ratio, acrylamide-induced, 24 h | inhibition, % at 21.8 µM | actives 0.49% (n = 360,000);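 active = interference check ratio from 0.5 to 1.5 plus GFP to RFP signal ratio inhibition reaching or exceeding a fixed threshold, cut at about 30% in these data, passing the limit was not always enough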; note: some compounds called inactive have numbers as strong as hits
# MLLE-PAM2 inh: inhibitors of microRNA-mediated deadenylation, human PABP1 MLLE binding; GST-MLLE / FITC-PAM2 fluorescence polarization; actives 0.36% (n = 360,000); AID 588489; P11940; inhibition, % at 20 µM; in the data active = inhibition above about 35%, passing the limit was not always enough;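 note: plate controls were DMSO wells with GST-MLLE for no effect and wells lacking GST-MLLE protein for full effect; some results filed as inactive read as strong as hits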
# Target sequence (P11940 whole entry, looked up): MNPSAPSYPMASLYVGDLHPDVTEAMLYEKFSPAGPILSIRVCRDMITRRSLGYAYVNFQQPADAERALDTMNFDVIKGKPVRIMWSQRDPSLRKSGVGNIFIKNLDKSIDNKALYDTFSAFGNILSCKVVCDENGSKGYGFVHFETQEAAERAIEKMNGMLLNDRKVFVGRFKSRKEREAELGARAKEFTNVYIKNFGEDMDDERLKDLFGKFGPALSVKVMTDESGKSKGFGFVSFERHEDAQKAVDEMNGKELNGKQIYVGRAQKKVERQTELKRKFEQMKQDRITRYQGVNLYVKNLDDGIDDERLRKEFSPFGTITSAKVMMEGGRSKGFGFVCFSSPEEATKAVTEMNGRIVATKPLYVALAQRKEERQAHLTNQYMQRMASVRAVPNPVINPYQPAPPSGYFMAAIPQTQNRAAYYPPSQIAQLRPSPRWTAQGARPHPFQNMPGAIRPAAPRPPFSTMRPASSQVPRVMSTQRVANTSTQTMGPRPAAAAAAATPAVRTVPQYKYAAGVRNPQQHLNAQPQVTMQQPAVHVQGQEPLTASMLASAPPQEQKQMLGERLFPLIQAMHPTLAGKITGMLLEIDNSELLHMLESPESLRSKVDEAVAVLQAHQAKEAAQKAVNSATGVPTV
# CSN inh: inhibitors of human CSN-mediated cullin deneddylation; Q92905; Purified CSN, SCF-Nedd8-OG deneddylation, fluorescence polarization; inhibition, % at 12.5 µM; actives 0.38% (n = 360,000); AID 651999;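 active = pattern-corrected inhibition above about 35%, with an unprinted fluorescence ratio check between 0.5 and 1.5, limit read from the data, passing the limit was not always enough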;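 note: 0% = enzyme with substrate and 100% = substrate without enzyme; some results filed as inactive read as strong as hits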
#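 assay system = purified human Csn5 enzyme expressed in HEK293T cells | amount = 0.24 nM enzyme | buffer or medium = Tris/NaCl/DTT buffer, pH 7.5 | reagent = 10 nM SCFSkp2-Nedd8OG | compound = one concentration, 12.5 µM, 0.25% DMSO | times = 90 min reaction at room temperature | signal = FP | read-out basis = % inhibition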
# Rin1 Abl inh: human Rin1-Abl interaction inhibition; TR-FRET Rin1/Abl binding, biochemical; actives 0.4% (n = 360,000); AID 588664; P00519+Q13671; inhibition, % at 7.35 µM; in the data active = inhibition above about 5%, passing the limit was not always enough
# Neddyl block: cullin neddylation inhibition; P61081+Q13564; TR-FRET cullin neddylation, biochemical; calls only at 25 µM; actives 0.58% (n = 360,000); in the data active = inhibition above about 36%
# MT1-MMP act inh: blocks activation of human MT1-MMP; P50281; HT1080 RFP-PRO-GFP cells, GFP/RFP ratio fluorescence, overnight; percent of plate control window, DMSO zero; GFP/RFP ratio change, % at 20 µM; actives 0.061% (n = 360,000);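 active = GFP/RFP ratio change of at least 30% with cell ATP level not reduced by more than half and red fluorescence within 50% of control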; note: strong numbers were not always called active
#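 system = RFP-PRO-GFP reporter HT1080 cells | dosing = 20 µM single dose, 1% DMSO | timing = overnight cell settling, then overnight compound exposure, 37 °C, 5% CO2 | read-out basis = GFP/RFP fluorescence ratio | controls = DMSO and RFP-L50D-GFP cell wells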
# Rpn11 block: Rpn11 (human) deubiquitinase inhibition. calls only at 20 µM. O00487. AID 588493. human 26S proteasome, Ub4-pepOG fluorescence polarization; 20S core pre-blocked with epoxomicin. actives 0.59% (n = 360,000);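 active = inhibition at 20 µM, scaled to each plate's controls, above about 33%, limit read from the data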
# Target sequence (O00487 whole entry, looked up): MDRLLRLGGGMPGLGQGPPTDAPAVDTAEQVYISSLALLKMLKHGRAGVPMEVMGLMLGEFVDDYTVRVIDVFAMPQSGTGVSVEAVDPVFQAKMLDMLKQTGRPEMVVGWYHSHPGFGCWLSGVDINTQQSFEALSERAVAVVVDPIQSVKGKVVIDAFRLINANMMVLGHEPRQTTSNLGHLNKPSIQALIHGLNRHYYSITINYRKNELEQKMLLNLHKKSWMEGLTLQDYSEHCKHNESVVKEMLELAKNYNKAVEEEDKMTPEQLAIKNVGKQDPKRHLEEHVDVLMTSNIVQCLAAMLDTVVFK
# Active calls of the source: *; i = inactive; . = no result given.
SMILES,FAS-TE inh,NadD inh,SKN-1 block,MLLE-PAM2 inh,CSN inh,Rin1 Abl inh,Neddyl block,MT1-MMP act inh,Rpn11 block
COc1cc2c(cc1O)CC[C@@H]1[C@@H]2CC[C@]2(C)[C@@H](O)CC[C@@H]12,-2.1,-3.7,-3.3,1.0,1.0,-1.6,i,0.1,i
CNC(=S)Nc1cccc(Cl)c1C,-4.1,5.9,2.1,21.9,-2.5,-1.9,i,-0.2,i
CCN(CC)CCCN(Cc1cc2cc3c(cc2[nH]c1=O)OCO3)C(=S)Nc1ccccc1OC,-3.1,-3.3,-7.4,-96.7,-7.5,2.0,i,-13.0,i
CCN(CCNC(=O)C1CCN(S(=O)(=O)c2c(C)noc2C)CC1)c1ccccc1,-3.0,-8.7,3.8,-14.9,0.8,0.8,i,0.5,i
CCOC(=O)N1CCc2c(sc3c2c(=O)n(Cc2ccccc2)c(=O)n3CC(=O)NCCOC)C1,-27.8,2.4,-3.6,10.4,-1.2,2.2,i,-5.9,i
COc1ccc(-c2nn(-c3ccccc3)cc2CO)cc1,-6.6,-3.6,-17.6,5.7,0.1,0.1,i,.,i
Cc1cc(SCCC(=O)O)nc2c(C)cccc12,-6.1,-2.1,20.8,3.5,0.1,-43.3,i,3.8,i
O=C(COc1ccccc1)Nc1ccccc1Oc1ccccc1,23.3,-8.4,10.2,6.3,-13.5,-0.2,i,-3.0,i
Cc1ccc(C)c(NC(=S)c2nc3ccccc3s2)c1,36.9,2.7,3.8,-29.4,0.8,-2.5,i,10.9,i
COc1ccc(OC)c2sc(NNC(=O)C3COc4ccccc4O3)nc12 (configuration not stated),-14.0,5.9,0.8,-18.9,-6.8,1.4,i,8.1,i
O=C(NCCC1CCCCN1S(=O)(=O)c1ccc(F)cc1)C(=O)NCc1ccccn1 (configuration not stated),-3.5,-2.8,2.2,-6.8,-0.8,-0.9,i,-2.1,i
CCN(CC)S(=O)(=O)c1cccc(NC(=O)CN(C)C2CCCCC2)c1,-0.4,-8.1,1.1,-11.9,2.5,-0.6,i,2.1,i
Cc1cc(OCC(=O)Nn2cnnc2)c(C)cc1Br,-5.9,-4.3,-5.9,6.1,-1.0,-3.2,i,-1.7,i
COc1ccc2[nH]c3c(c2c1)CCN1C(=O)C(CC(=O)NCCC2=CCCCC2)C[C@H](C(=O)N2CCOCC2)[C@@]31C (some centres not stated),0.4,-3.7,-1.6,-0.3,-5.7,0.9,i,4.3,i
O=C(Nc1ccc(Cl)c(S(=O)(=O)N2CCCCC2)c1)c1ccco1,14.8,-4.1,11.8,-12.2,-0.9,0.8,i,9.2,i
O=[N+]([O-])c1ccc(Sc2ccc(Cl)c(Cl)c2)nc1,36.2,-8.5,-26.1,-1.9,-1.1,-2.1,i,-3.4,i
O=C(NN1CC(=O)N(c2cc(Cl)cc(Cl)c2)CC1=O)c1sccc1Cl,-1.4,1.2,8.1,14.8,-1.9,0.6,i,0.2,i
O=C(CC[C@H]1O[C@@H](n2ccc(=O)[nH]c2=O)[C@H](O)[C@@H]1O)N[C@H](Cc1ccccc1)C(=O)NC1CCCCC1,-6.4,-1.7,8.2,11.8,-0.3,1.7,i,1.1,i
COc1ccccc1NC(=O)c1oc2ccccc2c1NC(=O)C1CC1,15.9,-9.8,16.5,0.4,1.2,0.5,.,-2.0,i
O=C1/C(=C/c2ccc([N+](=O)[O-])cc2)Oc2cc(O)ccc21,21.7,-2.4,6.3,-40.3,7.0,-3.3,i,-20.9,i

# The last 5 entries of the section before are carried over, then new ones follow.
SMILES,FAS-TE inh,NadD inh,SKN-1 block,MLLE-PAM2 inh,CSN inh,Rin1 Abl inh,Neddyl block,MT1-MMP act inh,Rpn11 block
O=[N+]([O-])c1ccc(Sc2ccc(Cl)c(Cl)c2)nc1,36.2,-8.5,-26.1,-1.9,-1.1,-2.1,i,-3.4,i
O=C(NN1CC(=O)N(c2cc(Cl)cc(Cl)c2)CC1=O)c1sccc1Cl,-1.4,1.2,8.1,14.8,-1.9,0.6,i,0.2,i
O=C(CC[C@H]1O[C@@H](n2ccc(=O)[nH]c2=O)[C@H](O)[C@@H]1O)N[C@H](Cc1ccccc1)C(=O)NC1CCCCC1,-6.4,-1.7,8.2,11.8,-0.3,1.7,i,1.1,i
COc1ccccc1NC(=O)c1oc2ccccc2c1NC(=O)C1CC1,15.9,-9.8,16.5,0.4,1.2,0.5,.,-2.0,i
O=C1/C(=C/c2ccc([N+](=O)[O-])cc2)Oc2cc(O)ccc21,21.7,-2.4,6.3,-40.3,7.0,-3.3,i,-20.9,i
Cc1cc(C(=O)N(C)CC(=O)Nc2ccc(Cl)c(C(F)(F)F)c2)no1,4.0,-6.0,2.4,-6.4,-1.4,-2.5,i,2.8,i
CN1C(C(=O)NCc2ccc(OC(F)(F)F)cc2)CC2Cn3c(nc4cc(Cl)c(Cl)cc43)C21 (configuration not stated),13.5,-8.2,14.9,-1.0,2.1,-0.4,i,15.2,i
O=S(=O)(NCc1ccccc1)c1ccc(NC(=S)NCc2ccco2)cc1,9.8,-0.7,3.5,-18.7,12.7,-1.1,i,0.3,i
Cc1ccc(CN2CCCN(Cc3cc(C)ccc3C)S2(=O)=O)cc1,20.0,-4.7,1.2,13.5,-1.1,0.1,i,-0.4,i
CCCCN(C)CCNC(=O)Cn1c(=O)sc2ccccc21,-6.8,1.3,6.7,15.0,-3.3,0.2,i,2.9,i
N#Cc1cc(Oc2ccc3ccccc3c2)c(-n2nnc3ccccc32)cc1C#N,43.2,11.8,7.5,-0.3,-4.6,-1.9,i,-0.9,i
COc1ccc2oc(C(=O)OCC(=O)Nc3cc(S(=O)(=O)N4CCOCC4)ccc3C)c(C)c2c1,3.3,6.4,3.8,-20.3,5.4,0.8,i,-1.7,i
Cn1c(SCC(=O)Nc2ccccc2Br)nnc1-c1cnccn1,-8.0,-8.4,-1.5,7.7,-0.9,-1.3,i,2.1,i
O=C(NCc1ccccc1)C1Cc2c(-c3ccc(Cl)cc3)ccnc2O1 (configuration not stated),14.8,3.7,6.9,-3.4,1.9,2.4,i,15.1,i
O=C(NC(=S)N1CCCCC1c1cccnc1)c1ccc(F)cc1 (configuration not stated),-3.1,-2.4,-11.8,-6.0,0.3,1.2,i,3.6,i
O=c1c2cnn(-c3ccccc3)c2nnn1/N=C/c1cccnc1,2.3,-1.4,7.8,1.5,-4.6,-0.1,i,4.7,i
CC1CCN(S(=O)(=O)c2cc3c4c(c2)C(C)C(=O)N4CCC3)CC1 (configuration not stated),-2.9,3.3,5.1,4.8,2.9,1.2,i,1.3,i
CCCCc1cc(=O)oc2cc(C)cc(OCC(=O)O)c12,-1.9,3.5,3.5,7.7,-1.8,-3.0,.,-0.6,i
O=C(CN1C(=O)NC2(CCc3ccccc3C2)C1=O)NCC(F)(F)F (configuration not stated),-9.4,-0.3,-6.4,-27.2,1.2,1.3,i,2.2,i
Cc1ccc(-c2csc3ncn(/N=C/N(C)C)c(=O)c23)o1,-3.5,4.0,-7.2,21.0,-6.0,-6.2,i,7.1,i
CN(C(=O)CSc1nnc(-c2cccnc2)o1)C1CCCCC1,-5.9,-1.0,12.6,-8.2,-3.1,-0.9,i,5.6,i
C=C(C)COc1ccc(-c2nc(N)ncc2-c2ccccc2OC)c(O)c1,28.6,-4.0,5.2,3.0,-3.2,1.8,i,-0.4,i
Cc1cccc(C)c1C(=NCCN(C)C)c1ccccc1,-3.3,5.6,-1.3,1.8,1.4,1.8,i,.,i
O=C(N/N=C/c1ccccn1)c1sc2ccccc2c1Cl,28.1,4.4,17.2,3.1,0.4,0.0,i,5.5,i
O=C(COC(=O)c1cc[n+]([O-])cc1)Nc1ccc(SC(F)F)cc1,-1.2,7.7,-2.8,0.0,-2.3,-1.4,i,-4.3,i
O=C(c1ccccc1)C(CN1CCCCC1)c1ccccc1 (configuration not stated),-3.9,0.5,-5.8,0.1,4.6,1.2,i,-0.4,i
COc1ccsc1NC(=O)OCc1ccc(Cl)cc1,9.7,-5.2,-5.9,15.6,4.2,4.4,i,-3.3,i
N/C(=N\OC(=O)c1ccccc1)C(C(=O)NOC(=O)c1ccccc1)C1CCCCC1 (configuration not stated),-1.0,3.7,-13.9,6.4,3.6,1.4,i,6.1,i
COC(=O)CN1C(=O)C2(OCCCO2)c2ccccc21,-7.8,19.2,-7.2,7.8,2.8,6.4,i,0.6,i
COc1ncnc(NS(=O)(=O)c2ccc(N)cc2)c1OC,3.7,0.4,2.2,13.2,-3.3,-0.8,i,4.9,i
COCCNC(=O)CSc1nc2cc3c(cc2c(=O)n1CCCC(=O)NCCc1ccc(OC)c(OC)c1)OCO3,-7.2,-7.4,0.4,-16.3,-0.7,-3.9,i,3.0,i
Cc1ccc(F)c(S(=O)(=O)NC(=O)C2(C)CCN2C(=O)CCc2ccccc2)c1 (configuration not stated),-11.4,-2.0,10.7,-2.2,-3.8,3.1,i,-0.9,i
COc1ccc(S(=O)(=O)Nc2cccc3c2O[C@H](CN(C)Cc2ccc(Cl)c(Cl)c2)[C@@H](C)CN([C@H](C)CO)C3=O)cc1,19.5,2.6,16.1,12.5,4.6,-2.2,i,10.6,i
CCOC(=O)CNC(=O)COc1coc(CN2CCN(c3ccc(F)cc3)CC2)cc1=O,-1.0,-1.9,4.3,10.0,0.5,0.0,i,-0.4,i
Cc1cc(O)ccc1-c1cccc2nccn12,0.5,2.1,20.5,0.2,3.6,-3.2,.,-2.6,i
CCCc1noc(-c2cccc([N+](=O)[O-])c2)n1,12.0,-3.1,25.5,0.5,2.5,-2.5,i,-1.3,i
COC(=O)C1=C(O)CSC1=Nc1ccc(C)cc1,-7.6,-4.5,0.8,-17.4,-14.4,-0.8,i,-3.9,i
CCCCN(C(=O)c1cccc(S(=O)(=O)N(CC)c2ccccc2)c1)c1c(N)n(CC(C)C)c(=O)[nH]c1=O,-6.3,-4.1,12.1,-8.2,1.5,2.2,i,-5.3,i
Cc1ccsc1C(=O)Nc1ccccc1N1CCOCC1,3.3,-6.2,8.6,-3.2,2.9,0.9,i,-5.8,i
CC(C)CNC(=O)COC(=O)c1cccc(S(=O)(=O)NCC(F)(F)F)c1,-3.8,-3.9,13.1,6.4,-0.2,1.2,i,-1.3,i
Cc1cc(C)c2c(N)c(C(=O)NN3CC(=O)N(c4ccccc4F)CC3=O)sc2n1,-4.2,3.8,5.7,-0.8,2.0,-1.6,.,4.3,i
C[C@@H]1CN([C@@H](C)CO)C(=O)CCCn2nncc2CO[C@@H]1CN(C)S(=O)(=O)c1ccccc1,-6.7,-4.4,5.7,1.0,-0.8,1.0,i,-0.1,i
CCCn1c(SCC(=O)NC2CC2)nnc1-c1ccccn1,-6.4,-5.5,7.2,-8.0,0.7,-1.0,i,-1.0,i
CCSC1=NC(=O)/C(=C2/C=Cc3ccccc3N2CC)S1,19.0,3.4,20.9,-135.4,-3.8,-2.8,i,23.8,i
C/C(=N\NC(=O)c1ccc(-c2ccccc2)cc1)c1cccc(N)c1,-1.4,-2.6,-10.6,7.7,-0.1,5.5,i,-4.4,i
CC[C@@H](NC(=O)Cn1cc(C)c(=O)[nH]c1=O)c1ccccc1,-4.6,1.4,-12.1,-8.6,-4.7,-1.9,i,.,i
NCCCCCc1nnc(SCC(N)=O)o1,-7.3,-2.7,0.3,-0.2,-4.7,0.4,i,-0.3,i
COC(=O)Cc1ccc(NC(=S)NCc2ccccc2OC)cc1,0.8,-4.7,-5.1,-42.4,0.2,3.9,i,1.1,i
